High-throughput results deposited in PubChem BioAssay by National Center for Advancing Translational Sciences (NCATS).
AmpC no deterg: qHTS Inhibitors of AmpC Beta-Lactamase (assay without detergent). AmpC nitrocefin hydrolysis, absorbance 480 nm, 0.0001% Triton. Potency, µM (series often up to 57.1 µM), for inactives: at the top dose activity change, negative = inhibition, most hits filed as inhibitors. 330,000 compounds, 0.52% hits;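 also: potency is read from the fitted curve at half-maximal effect; plate controls were no compound for no effect and no enzyme for full effect; nearly all actives have a fitted effect of over 20% in size; some results filed as inactive show a strong effect at the top dose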
Target sequence (P00811 whole entry, looked up): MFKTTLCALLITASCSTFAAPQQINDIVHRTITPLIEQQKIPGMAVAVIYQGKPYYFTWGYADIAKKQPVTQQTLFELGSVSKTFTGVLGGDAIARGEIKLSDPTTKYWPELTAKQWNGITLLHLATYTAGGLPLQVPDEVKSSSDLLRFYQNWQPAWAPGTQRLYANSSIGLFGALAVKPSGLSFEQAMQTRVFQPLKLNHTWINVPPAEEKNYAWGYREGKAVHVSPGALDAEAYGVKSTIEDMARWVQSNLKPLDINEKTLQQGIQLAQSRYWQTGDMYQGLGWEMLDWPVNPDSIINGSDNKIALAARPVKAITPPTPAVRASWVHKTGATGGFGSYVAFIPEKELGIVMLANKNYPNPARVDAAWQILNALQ
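20 mM phosphate pH 7.0 + 0.01% (detergent screen) or 0.0001% Triton X-100; 5.3 nM AmpC reagent; cpd preinc 15 min RT; nitrocefin (800 uM stock) to start; A480 q20 s × 4 min; Activity was normalised to no-enzyme and no-compound control wells.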
CHX counter: Cycloheximide Counterscreen for Small Molecule Inhibitors of Shiga Toxin; cell reporter, cycloheximide protein synthesis inhibition counterscreen; max response, %; 300,000 compounds, 12% hits; in the data active = max response mostly above about 13%, no sharp cut-off; inactive = mostly below about 14%; also: read at 38.3 µM for the half of the compounds with a filed dose; 0% is about no effect
AMA1-RON2 inh: qHTS for Inhibitors of AMA1-RON; Towards Development of Antimalarial Drug Lead: Primary Screen; AlphaScreen AMA1-biotinylated RON2 peptide binding; Plasmodium falciparum AMA1 (3D7) - RON2 peptide interaction; Potency, µM (series often up to 58.2 µM), for inactives: top-dose activity change, negative = inhibition, usual class: inhibitors; 360,000 compounds, 0.2% hits; AID 720542, 2013;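 also: potency is read from the fitted curve at half-maximal effect; 0% = vehicle wells and -100% = peptide control; nearly all actives have a fitted effect of over 45% in size; some results filed as inactive show a strong effect at the top dose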
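AMA1 (3D7) with his tag at 25 nM final met compounds first, then biotinylated RON2 peptide at 25 nM; detection used donor plus acceptor beads, 10 µg/mL apiece, read by AlphaScreen after 30 min at room temperature.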
FBPA Giardia inh: qHTS Assay for Inhibitors of Fructose-1,6-bisphosphate Aldolase from Giardia Lamblia; A8B2U2; purified Giardia FBPA; Potency, µM (series often up to 59.6 µM), without a hit: top-dose activity, negative = inhibition, actives largely listed as inhibitors; 290,000 compounds, 0.71% hits; also: potency is read from the fitted curve at half-maximal effect; % is scaled to controls: 0 for no effect and ±100 for the full control effect; nearly all actives have a fitted effect of over 55% in size
Target sequence (A8B2U2 whole entry, looked up): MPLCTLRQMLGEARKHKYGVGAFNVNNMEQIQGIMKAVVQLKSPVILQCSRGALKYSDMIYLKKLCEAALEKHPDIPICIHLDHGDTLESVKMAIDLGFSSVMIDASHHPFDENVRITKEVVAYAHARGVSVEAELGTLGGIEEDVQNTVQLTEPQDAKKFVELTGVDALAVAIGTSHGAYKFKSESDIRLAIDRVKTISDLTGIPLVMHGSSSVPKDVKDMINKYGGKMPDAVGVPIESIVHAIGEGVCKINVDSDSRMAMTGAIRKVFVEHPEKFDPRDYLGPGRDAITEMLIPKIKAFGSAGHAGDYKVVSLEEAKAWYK
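Giardia FBPA (40 nM reagent) was preincubated 10 min at RT with compound (up to 57.5 uM final), then substrate plus GAPDH/TPI/NAD/arsenate coupling system with diaphorase/resazurin was added; resorufin fluorescence (525/598 nm) was read after 20 min.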
AmpC detergent: qHTS Inhibitors of AmpC Beta-Lactamase (assay with detergent); AmpC hydrolysis of nitrocefin, absorbance 480 nm, 0.01% Triton; 370,000 compounds, 0.041% hits; P00811; Potency, µM (titrated, usually from 114 µM), for inactives: at the highest dose activity change, negative = inhibition, hits mostly inhibitors;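 also: potency is read from the fitted curve at half-maximal effect; 0% = no-compound wells and -100% = no-enzyme wells; nearly all actives have a fitted effect of over 25% in size; some results filed as inactive show a strong effect at the top dose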
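20 mM phosphate pH 7.0 + 0.01% (detergent screen) or 0.0001% Triton X-100; 5.3 nM AmpC reagent; cpd preinc 15 min RT; nitrocefin (800 uM stock) to start; A480 q20 s × 4 min; Activity was normalised to no-enzyme and no-compound control wells.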
Shiga toxin inh: A qHTS for Small Molecule Inhibitors of Shiga Toxin; Vero cells, Shiga toxin protein synthesis inhibition reporter; inhibition, % at 38.7 µM; 290,000 compounds, 9.2% hits; AID 2315, 2010; in the data active = inhibition mostly above about 28%, no sharp cut-off; inactive = mostly below about 43%; also: 0% is about no effect
HCMV antiviral: qHTS Assay for inhibitors of the human cytomegalovirus (HCMV); activity change, negative = inhibition, % at 57.5 µM; HFF cells, HCMV-luciferase reporter, 72 h; hits give low values; AID 1259415, 2018; 410,000 compounds, 4.5% hits; in the data active = activity change below about -60%; inconclusive = no clear call, values can overlap the other calls; inactive = above about -39%; also: % is scaled to controls: 0 for no effect and ±100 for the full control effect
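Compounds were evaluated in HFFs infected with an HCMV luciferase reporter virus (MOI 1 PFU/cell). Luciferase in lysates collected 72 h post infection served as the replication measure.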
The depositor's hits bear a star; ? = inconclusive; nt = not tested or not shown; & = joins results of further samples; [ ] = remark or other dose. Unless noted, calls follow the shape of the dose curve; as a rule, active = well fitted curve in the direction sought with a large enough effect; inconclusive = small, poorly fitted or top-dose-only effect, or another doubt; inactive = no such curve, though single readings can be large; an effect the other way counts as inactive or inconclusive.

structure	AmpC no deterg	CHX counter	AMA1-RON2 inh	FBPA Giardia inh	AmpC detergent	Shiga toxin inh	HCMV antiviral
Cn1c(CC(=O)Nc2cccc(Cl)c2Cl)nnc1SCC(=O)NC1=NCCS1	-5%	2	-10%	-24%	2%	-2	-26
CC1CCC(NC(=O)Cn2c3c(c(-c4ccccc4Cl)cc2=O)CCC3)CC1 (stereo unspecified)	1%	1	12%	-2%	?	14	-23
CCOC(=O)CC(Nc1nc(N2CCOCC2)nc(N2CCOCC2)n1)c1ccccc1Cl (stereo unspecified)	164%[activator]	-2	14%	-2%	-5%	-5	-14
CCCCn1c(N)c(N(CC(C)C)C(=O)c2oc3ccc(OCC)cc3c2C)c(=O)[nH]c1=O	16%	8	-4%	nt	3%	-4	9
CCOP(=O)(OCC)C(Cc1ccccc1)NC(C)=O (stereo unspecified)	-1%	-3	-2%	6%	-3%	6	-1
COc1ccc(OC)c(NC(=O)CC2(CC(=O)O)CCCC2)c1	-12%	-3	8%	nt	0%	-13	12
O=[N+]([O-])c1cccc2c([As](=O)(O)O)cccc12	-13%	-1	2%	-15%	2%	-6	-74*
COC(=O)CCC(=O)OC1(C)C(=O)C2=CN(CCCOC(C)C)C(c3ccc(OC)cc3)=CC2=C(Br)C1=O (stereo unspecified)	161%[activator]	-3	-17%	?	-5%	-13	nt
Cc1nnc(-c2cnn(C)c2N)n1Cc1ccc(Cl)cc1	-13%	1	44%[activator]	0%	-2%	31	-4
COc1ccc(C2C(=O)c3ccccc3C2=Nc2ccc(Br)cc2)cc1 (stereo unspecified)	39%	-4	-19%	-13%	?	11	?
Cc1ccc(NC(=O)CN(C)C(=O)Cn2cc(C(F)(F)F)cc(Cl)c2=O)cc1	7%	6	-2%	0%	0%	-6	-19
CCn1c2ccccc2c2cc(NC(=O)COC(=O)c3cccc(S(=O)(=O)NC)c3)ccc21	-9%	5	-2%	-4%	3%	-3	-23
Cc1cccc(NC(=O)CSc2nnc(-c3cc(C)n(-c4ccccc4)c3C)o2)c1C	-34%	25*	-27%	-3%	1%	33*	6
N#CCSc1nc(-c2ccccc2)nc2ccc(F)cc12	-11%	-2	0%	22%	-13%	4	-10
CCc1ccc(-c2cc(C(=O)N/N=C/c3c[nH]c4ccccc34)[nH]n2)cc1	-33%	35*	30%[activator]	-1%	-12%	106*	0
CC(C)(C)Nc1nc(NC(C)(C)C)nc(-n2ccnc2)n1	2%	-1	6%	8%	0%	-11	-15
N#C/C(=C(/O)CN1CCCC1)c1nc(-c2ccccc2)cs1	-10%	33*	-16%	?	-3%	120*	28
Cc1ccc(S(=O)(=O)N2[C@@H](c3ccc(F)cc3)C(C(=O)O)=C[C@H]2CC2CCCC2)cc1	-18%	nt	4%	nt	nt	nt	5
CCCCn1nc(C(=O)N(C)C2CCCCC2)c2ccccc2c1=O	22%	nt	-8%	nt	-6%	nt	-106*
CCCN(CCC)CC(O)CN1C(=O)NC(C)(C)C1=O (stereo unspecified)	-21%	-1	17%	-2%	-2%	-7	-40
COc1ccc(N2CCN(C(=O)COCc3cc(-c4ccc5c(c4)OCO5)on3)CC2)cc1	23%	5	-11%	-12%	-3%&17%	3	-13&8
CCOC(=O)c1c2n(c3ccc(O)cc13)CCC2	-17%	-3	5%	-4%	?	12	0
COC(=O)CNC(=O)c1ccc2c(c1)S(=O)(=O)c1ccccc1C2=O	-7%	8	-5%	2%	-8%	-2	9
COc1ccc(O)c(/C=N/n2c(-c3ccco3)csc2=Nc2cccnc2)c1	-9%	-2	43%[activator]	1%	-6%	-21	40
COc1ccc(CCNC(=O)Cc2ccc(NC3=NC4CS(=O)(=O)CC4S3)cc2)c(OC)c1 (stereo unspecified)	-13%	1	-3%	-29%	?	-6	5
CCC(=O)c1ccc(OCC(=O)NNC(=O)c2cc(C)oc2C)cc1	-23%	nt	38%[activator]	nt	-1%	nt	-13
C=C1CCC[C@]2(C)C[C@H]3OC(=O)C(CN[C@@H](C)c4ccccc4)[C@H]3CC12 (stereo partly specified)	2%	-2	2%	14%	-11%	-7	-64*
COCO/C=C(\NC(C)=O)c1ccccc1	-15%	nt	5%	nt	-2%	nt	1
O=C(N/N=C/c1cc2c(cc1Br)OCO2)c1c[nH]c2ccccc12	-57%	13	-3%	2%	3%	66	-19
CC(=O)Nc1ccc2c(c1)nc(CCN1CCC(C)CC1)n2C	-22%	4	0%	-28%	7%	-4	-19

Additional results
structure	AmpC no deterg	CHX counter	AMA1-RON2 inh	FBPA Giardia inh	AmpC detergent	Shiga toxin inh	HCMV antiviral
O=c1[nH]c(=S)n(C2CCCCC2)c(O)c1/C=N/N1CCOCC1	-4%	6	71%[activator]	-12%	5%	2	19
Cc1ccc(CSCC(=O)Nc2ccccc2C(=O)O)cc1	-55%	36*	-2%	-12%	-12%	47*	-79*
Cn1c(=O)c2[nH]c(-c3ccccc3Cl)c(O)c2n(C)c1=O	0%	3	-10%	-12%	-3%	-5	7
N#CCc1ccc(NS(=O)(=O)c2ccc(C3CCCCC3)cc2)cc1	-40%	-4	1%	-1%	-14%	-12	-64*
c1ccc2[nH]c(CN3CCN(c4ncnc5c4oc4ccccc45)CC3)nc2c1	189%[activator]	10	3%	12%	?	-8	40
CC(C(=O)N1CCc2ccccc21)N1CCN(S(=O)(=O)c2ccc(C(F)(F)F)cc2)CC1 (stereo unspecified)	49%	nt	-1%[11.6 µM]	nt	-11%	nt	53
NC(=O)C1CC(=O)N(c2ccc(OCc3ccc(Cl)cc3)cc2)C1 (stereo unspecified)	0%	50*	10%	2%	4%	79*	64
COc1ccc2c(CC(=O)Nc3nccs3)coc2c1	-40%	31*	-4%	0%	-9%	77*	99
CCCCn1c(N)c(N(CCC(C)C)C(=O)c2c(C)noc2C)c(=O)[nH]c1=O	-20%	nt	25%	nt	2%	nt	-16
O=C(NCCS(=O)(=O)N1CCN(Cc2ccccc2)CC1)c1ccc(F)cc1	3%	nt	-28%	nt	-6%	nt	-15
O=C(CCC1CCCC1)NNC(=O)c1ccc(F)cc1	-15%	nt	71%[activator]	nt	?	nt	-24
COc1ccc(OC)c(S(=O)(=O)N2CCc3ccccc32)c1	-11%	-2	2%	-12%	-6%	16	4
COc1ccc(C(=O)NCCCNC(=O)c2ccc(C)nc2)cc1	2%	-1	-18%	0%	3%	-5	-5
Cc1nc(NS(=O)(=O)c2ccccc2)sc1C(=O)NN	-50%	1	1%	0%	-6%	-30	1
O=C(NNC(=O)c1ccco1)c1cccc(Br)c1	33%	9	0%	nt	1%	-15	12
O=C(NCc1ccc(Cl)cc1)C1CCC(CNc2c(N3CCOCC3)c(=O)c2=O)CC1 (stereo unspecified)	23%	-1	-1%	1%	0%	-11	7
CC(=O)OCC1OC(OCc2cn(C[C@H]3CC[C@@H]([C@@H]4CC[C@H](Cn5cc(COC6OC(COC(C)=O)C(OC(C)=O)C(OC(C)=O)C6OC(C)=O)nn5)O4)O3)nn2)C(OC(C)=O)C(OC(C)=O)C1OC(C)=O (stereo partly specified)	233%[activator]	0	12%	5%	-9%	-8	19
O=C1OCCN1S(=O)(=O)Nc1ccccc1	-20%	2	-4%	5%	-1%	23	-2
N/C(=N\OC(=O)Cc1cccs1)c1ccccc1	-30%	28*	-23%	0%	0%	59*	6
O=C(OCC1OC2C(Oc3nc(=O)ccn32)C1O)c1ccccc1 (stereo unspecified)	-21%	-2	-1%	0%	-9%	26	7
CCN(C[C@H]1N[C@@](CC)(C(=O)OC)[C@H]2C(=O)N(Cc3ccccc3)C(=O)[C@@H]12)S(=O)(=O)c1ccc(C(F)(F)F)cc1	13%	nt	3%	nt	nt	nt	0
CO/N=C(/COc1ccc(F)cc1)c1ccc(OC)cc1	-19%	-1	32%[activator]	6%	-20%	21	-103*
Cn1c(CN2CCCCC2)nc2cc([N+](=O)[O-])ccc21	-1%	4	-7%	-6%	0%	20	0
NS(=O)(=O)c1cccc(NC(=O)CCSc2ccc(Cl)cc2)c1	-23%	-1	4%	11%	?	-1	-20
COc1cc(Cc2ccc(N)c(OC)c2)ccc1N	-2%	-4	?	-19%	-2%	-12	-36
N#Cc1ccc(C(=O)OCC(=O)N2CCOCC2)cc1	-14%	-4	16%	4%	2%	-6	-17
CC(=O)OCC1=C(C(=O)O)N2C(=O)C(NC(=O)CCn3nc(C)c(Cl)c3C)C2SC1 (stereo unspecified)	-12%	4	2%	-8%	3%	-11	-15
CCOCCCNC(=S)Nc1cc(C)cc(C)c1	-24%	7	2%	-1%	-8%	-13	-25
Cc1cc2cc(C)c(NCCNC(=O)c3ccccc3F)nc2cc1C	131%[activator]	-4	-22%	3%	-4%	-8	?
COc1ccccc1NC(=O)COc1ccc2ccccc2c1	-55%	19	13%	-6%	?	45	2

Remaining list, next part
structure	AmpC no deterg	CHX counter	AMA1-RON2 inh	FBPA Giardia inh	AmpC detergent	Shiga toxin inh	HCMV antiviral
Cc1ccc(Cl)cc1N1CCN(C(=O)c2ccc3nc[nH]c3c2)CC1	16%	-4	20%	2%	-9%	-13	-61*
COc1ccc(S(=O)(=O)N2CCCC(C(=O)NCc3cccnc3)C2)cc1 (stereo unspecified)	25%	8	-11%	9%	2%	-14	10
Cc1nnc(SCc2nnc(-c3cccs3)o2)s1	-14%	37*	-3%	0%	-18%	35	2
O=C(Nc1cccc(-c2nc3ccccc3s2)c1)c1ccc2c(c1)OCO2	-27%	15	7%	nt	-1%	-2	2
CC(=O)N[C@@H](Cc1ccc(O)cc1)C(=O)N[C@H](C(=O)N[C@@H](C)C(=O)N[C@H](C=O)CC(=O)O)C(C)C	nt	-9	nt	3%	nt	-10	nt
COc1ccccc1NC(=O)c1nn(-c2ccc(F)c(F)c2)ccc1=O	-14%	-3	-8%	11%	-6%	-3	24
CCC(CC)C(=O)c1c[nH]c(C(=O)NCCCN2CCOCC2)c1	-26%	-2	9%	0%	-4%	-11	-16
CCN(CC)S(=O)(=O)c1ccc(Cl)c(NC(=O)c2cc(Cl)cc(Cl)c2)c1	-27%	1	-11%	3%	?	-17	-8
CCc1ccc(CCC(=O)Nc2sc(C)c(C)c2C(=O)OC)o1	0%	1	27µM*	-1%	1%	-15	25

Not a hit list. About 16% of those tested had a hit in this group.
